AmpC inh no detg – AmpC beta-lactamase inhibition without detergent; P00811; AmpC nitrocefin hydrolysis, absorbance 480 nm, 0.0001% Triton; Potency, µM (highest dose often 57.1 µM), inactives show top-dose activity change, negative = inhibition, actives largely listed as inhibitors; hit rate 0.52% among 330,000;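 also: potency is read from the fitted curve at half-maximal effect; plate controls were no compound for no effect and no enzyme for full effect; nearly all actives have a fitted effect of over 20% in size; some results filed as inactive show a strong effect at the top dose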
Target sequence (P00811 whole entry, looked up): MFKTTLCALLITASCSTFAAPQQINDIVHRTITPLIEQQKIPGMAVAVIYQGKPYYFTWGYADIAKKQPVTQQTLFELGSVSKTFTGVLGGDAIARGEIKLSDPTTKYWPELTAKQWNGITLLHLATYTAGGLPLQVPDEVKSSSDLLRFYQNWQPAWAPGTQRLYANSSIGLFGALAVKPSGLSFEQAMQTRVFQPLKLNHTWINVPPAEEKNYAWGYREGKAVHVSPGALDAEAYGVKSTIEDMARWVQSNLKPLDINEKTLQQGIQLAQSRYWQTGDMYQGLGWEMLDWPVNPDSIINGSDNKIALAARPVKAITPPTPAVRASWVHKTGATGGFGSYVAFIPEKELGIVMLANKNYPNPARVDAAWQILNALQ
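20 mM phosphate pH 7.0 + 0.01% (detergent screen) or 0.0001% Triton X-100; 5.3 nM AmpC reagent; cpd preinc 15 min RT; nitrocefin (800 uM stock) to start; A480 q20 s × 4 min; Activity was normalised to no-enzyme and no-compound control wells.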
LmPK inh – blocks Leishmania mexicana pyruvate kinase activity; Q27686; purified LmPK, Kinase-Glo ATP luminescence, 1 h; Potency, µM (doses to about 57.5 µM), for the others: at the top dose activity change, negative = inhibition, most hits filed as inhibitors; hit rate 0.37% among 290,000; AID 1721; also: potency is read from the fitted curve at half-maximal effect
Target sequence (Q27686 whole entry, looked up): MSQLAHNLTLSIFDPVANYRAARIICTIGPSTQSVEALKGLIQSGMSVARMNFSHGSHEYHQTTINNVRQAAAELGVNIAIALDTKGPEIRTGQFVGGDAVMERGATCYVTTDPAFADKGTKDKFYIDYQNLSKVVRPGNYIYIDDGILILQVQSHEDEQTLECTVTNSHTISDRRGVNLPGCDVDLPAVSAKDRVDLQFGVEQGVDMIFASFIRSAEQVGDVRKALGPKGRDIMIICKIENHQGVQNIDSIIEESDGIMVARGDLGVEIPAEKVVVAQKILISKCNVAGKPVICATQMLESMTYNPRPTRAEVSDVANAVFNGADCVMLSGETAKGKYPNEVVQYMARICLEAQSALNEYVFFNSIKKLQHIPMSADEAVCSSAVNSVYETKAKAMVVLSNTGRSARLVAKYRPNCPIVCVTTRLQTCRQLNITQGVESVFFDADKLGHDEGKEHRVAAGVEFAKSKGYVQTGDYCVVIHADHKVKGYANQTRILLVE
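Pyruvate kinase activity monitored as ATP production (luciferase luminescence). Conditions: 0.1 nM enzyme, 0.5 mM PEP, 0.1 mM ADP, 1 h, RT; normalized against uninhibited and no-enzyme wells.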
TbPYK inhibitor – inhibitors of Trypanosoma brucei pyruvate kinase; Q57TT1; TbPYK enzyme, Kinase-Glo Plus ATP luminescence, 45 min; Potency, µM (titrated, usually from 76.8 µM), for inactives: at the highest dose activity, negative = inhibition, actives largely listed as inhibitors; hit rate 0.12% among 410,000; AID 624173; also: potency is read from the fitted curve at half-maximal effect; nearly all actives have a fitted effect of over 50% in size
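Luminescent Kinase-Glo Plus end-point after 45 min room-temperature reaction of T. brucei pyruvate kinase started with 130 uM ADP (final). Buffer TEA 50 mM pH 7.2 with KCl, MgCl2, BSA, Tween-20; titration-based qHTS with fitted concentration-effect curves.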
AMA1 RON2 block – disrupts binding of P. falciparum AMA1 to RON2; AlphaScreen AMA1-biotinylated RON2 peptide binding; Potency, µM (highest dose often 58.2 µM), for the others: top-dose activity change, negative = inhibition, usual class: inhibitors; hit rate 0.2% among 360,000;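 also: potency is read from the fitted curve at half-maximal effect; 0% = vehicle wells and -100% = peptide control; nearly all actives have a fitted effect of over 45% in size; some results filed as inactive show a strong effect at the top dose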
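AMA1 (3D7) with his tag at 25 nM final met compounds first, then biotinylated RON2 peptide at 25 nM; detection used donor plus acceptor beads, 10 µg/mL apiece, read by AlphaScreen after 30 min at room temperature.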
HCMV antiviral – blocks human cytomegalovirus replication; HFF cells, HCMV-luciferase reporter, 72 h; stronger effect = lower value; activity change, negative = inhibition, % at 57.5 µM; hit rate 4.5% among 410,000; AID 1259415; in the data active = activity change below about -60%; inconclusive = no clear call, values can overlap the other calls; inactive = above about -39%
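After 16 h attachment at 37C, HFF cells received test compound and HCMV-luciferase (1 PFU/cell); reporter luminescence read 72 h later, data normalized against buffer-only and known inhibitor Salinomycin.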
HCV inhibitor – HCV inhibition. Huh7.5.1 HCVcc-Cre infection, luciferase reporter, 44 h. Potency, µM (series often up to 41.8 µM), without a hit: at the highest dose activity change, negative = inhibition, usual class: inhibitors. hit rate 3.4% among 340,000; also: potency is read from the fitted curve at half-maximal effect
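Cells (1,000/well) were plated 4 h before compound, then infected with HCVcc-Cre virus (~0.5 moi). After 44 h further culture, infection was read as luciferase luminescence following a 15 min substrate incubation at room temperature.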
AmpC inh detg – inhibitors of E. coli AmpC beta-lactamase with detergent. P00811. AmpC hydrolysis of nitrocefin, absorbance 480 nm, 0.01% Triton. Potency, µM (series often up to 114 µM), for inactives: at the top dose activity change, negative = inhibition, actives largely listed as inhibitors. hit rate 0.041% among 370,000. AID 485294;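 also: potency is read from the fitted curve at half-maximal effect; 0% = no-compound wells and -100% = no-enzyme wells; nearly all actives have a fitted effect of over 25% in size; some results filed as inactive show a strong effect at the top dose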
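20 mM phosphate pH 7.0 + 0.01% (detergent screen) or 0.0001% Triton X-100; 5.3 nM AmpC reagent; cpd preinc 15 min RT; nitrocefin (800 uM stock) to start; A480 q20 s × 4 min; Activity was normalised to no-enzyme and no-compound control wells.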
The depositor's hits bear a star; ? = inconclusive; · = not tested or not shown; & = joins results of further samples; ! = not confirmed by another sample; [ ] = another dose, or the depositor's remark. Unless noted, calls follow the shape of the dose curve; as a rule, active = well fitted curve in the direction sought with a large enough effect; inconclusive = small, poorly fitted or top-dose-only effect, or another doubt; inactive = no such curve, though single readings can be large; an effect the other way counts as inactive or inconclusive. Unless noted, % is scaled to controls: 0 for no effect and ±100 for the full control effect.

SMILES	AmpC inh no detg	LmPK inh	TbPYK inhibitor	AMA1 RON2 block	HCMV antiviral	HCV inhibitor	AmpC inh detg
O=[N+]([O-])c1ccc(/C=N\NS(=O)(=O)c2ccc(F)cc2)o1	-19%	11%	-8%	-12%	-4	-6%	?
Cc1sc2nc(CN3CCOCC3)nc(N3CCC(C(N)=O)CC3)c2c1C	21%	-2%	-4%	5%	1	2%	-18%
CCCC(C)NC(=O)CSc1nnc2ccccn12 (configuration not stated)	-13%	-1%	8%	-12%	0	4%	-5%
Cc1cc(C)cc(NC(=O)Cn2nnc(C(=O)NCc3ccccc3Cl)c2N)c1	-19%	4%	-11%&2%	3%	-79*!	-3%	10%&-3%
COc1ccc2c(c1OC)C(=O)NC(C)=C(C(=O)OC(C)(C)C)C2O (configuration not stated)	-1%	0%	-4%	-2%	0	-1%	-7%
CCNC(=O)C1CCCN(C(=O)c2cc(F)cc(F)c2)CC1 (configuration not stated)	·	·	5%	-4%	-93*	·	·
O=C1C2C3C=CC(C3)C2C(=O)N1c1nc2ccccc2s1 (configuration not stated)	-8%	5%	2%	1%	8	17%	?
COc1ccc(C(=O)Nn2c(CC(C)C)nc3cc(Cl)ccc3c2=O)c(OC)c1	-7%	-1%	-2%	-3%	26	-27%	?
CCOC(=O)c1ccc(-c2ccc(/C=N/NC(=O)CN(c3ccccc3Br)S(C)(=O)=O)o2)cc1	-36%	5%	-23%	10%	10	11µM*	2%
COc1ccc(NC(=O)CSc2c3c(nc4ccccc24)CCC3)cc1Cl	·	·	2%	·	6	·	-2%
COc1cccc(C(=O)Nc2ccc(NC(=O)c3ccco3)cn2)c1	-9%	?	-3%	-3%	-34	-15%	?
O=C(CSc1ncnc2ccccc12)N1CCNC1=O	-21%	·	-10%	1%	23	-20%	·
COc1ccc(-n2c(=O)c3c4c(sc3n(Cc3ccc(F)cc3)c2=O)CN(C(C)=O)CC4)c(OC)c1	·	·	2%	·	12	·	-2%
O=C1Nc2ccc(Br)cc2/C1=C/c1ccc(C(=O)O)cc1	-28%	3%	·	·	·	·	-1%
CCCOc1ccc(C2c3c(-c4ccccc4O)n[nH]c3C(=O)N2Cc2ccncc2)cc1OCC (configuration not stated)	·	·	0%	·	17	·	23%
CCN1C(=O)c2c(C)nc3ccccc3c2C1=O	-21%	0%	0%	-4%	3	17%	?
COc1ccccc1NC(=O)OC(C)c1ccc(Cl)cc1 (configuration not stated)	-17%	0%	0%	3%	-14	?	-12%
COC(=O)C1C(=O)OC(C)(C)C1C(C)C(=O)c1ccc(C)cc1C (configuration not stated)	4%	-1%	-3%	-6%	?	4%	0%
CCOc1ccc(NC(=O)CN(C)S(=O)(=O)c2cccc3cccnc23)cc1	-18%	1%	-8%	7%	6	-14%	-8%
Cc1ccc2cccc(NC(=O)c3ccc(-c4cc(Cl)ccc4Cl)o3)c2n1	·	·	-4%	·	5	·	2%
Cc1ccc(-c2cnc(C3CC3)o2)cc1S(=O)(=O)Nc1cccc(C#N)c1	·	·	-4%	·	-84*	·	?
CSCCC(NS(=O)(=O)c1ccc(C)cc1)C(=O)NC1CCCCCC1 (configuration not stated)	-1%	·	5%	-5%	-15	-29%	9%
CCOC(=O)C(C)On1c(SC(C)C(=O)OCC)nc2ccccc2c1=O (configuration not stated)	-3%	0%	1%	-1%	-16	13%	-2%
CC1CCc2sc(C(=O)NCCCn3ccnc3)cc2C1 (configuration not stated)	-15%	-6%	7%	0%	16	-16%	-4%
COc1cccc(OC)c1C(=O)Nc1ccccc1N1CCCC1	-17%	-9%	0%	16%	12	-20%	-2%

Entries from the list above that have a Cl atom, in the order listed:
SMILES	AmpC inh no detg	LmPK inh	TbPYK inhibitor	AMA1 RON2 block	HCMV antiviral	HCV inhibitor	AmpC inh detg
Cc1cc(C)cc(NC(=O)Cn2nnc(C(=O)NCc3ccccc3Cl)c2N)c1	-19%	4%	-11%&2%	3%	-79*!	-3%	10%&-3%
COc1ccc(C(=O)Nn2c(CC(C)C)nc3cc(Cl)ccc3c2=O)c(OC)c1	-7%	-1%	-2%	-3%	26	-27%	?
COc1ccc(NC(=O)CSc2c3c(nc4ccccc24)CCC3)cc1Cl	·	·	2%	·	6	·	-2%
COc1ccccc1NC(=O)OC(C)c1ccc(Cl)cc1 (configuration not stated)	-17%	0%	0%	3%	-14	?	-12%
Cc1ccc2cccc(NC(=O)c3ccc(-c4cc(Cl)ccc4Cl)o3)c2n1	·	·	-4%	·	5	·	2%

Returning to the listing with the 7 entries that preceded the break.
SMILES	AmpC inh no detg	LmPK inh	TbPYK inhibitor	AMA1 RON2 block	HCMV antiviral	HCV inhibitor	AmpC inh detg
CCOc1ccc(NC(=O)CN(C)S(=O)(=O)c2cccc3cccnc23)cc1	-18%	1%	-8%	7%	6	-14%	-8%
Cc1ccc2cccc(NC(=O)c3ccc(-c4cc(Cl)ccc4Cl)o3)c2n1	·	·	-4%	·	5	·	2%
Cc1ccc(-c2cnc(C3CC3)o2)cc1S(=O)(=O)Nc1cccc(C#N)c1	·	·	-4%	·	-84*	·	?
CSCCC(NS(=O)(=O)c1ccc(C)cc1)C(=O)NC1CCCCCC1 (configuration not stated)	-1%	·	5%	-5%	-15	-29%	9%
CCOC(=O)C(C)On1c(SC(C)C(=O)OCC)nc2ccccc2c1=O (configuration not stated)	-3%	0%	1%	-1%	-16	13%	-2%
CC1CCc2sc(C(=O)NCCCn3ccnc3)cc2C1 (configuration not stated)	-15%	-6%	7%	0%	16	-16%	-4%
COc1cccc(OC)c1C(=O)Nc1ccccc1N1CCCC1	-17%	-9%	0%	16%	12	-20%	-2%
O=C1c2ccccc2S(=O)(=O)N1CC(O)Cn1ccc2ccccc21 (configuration not stated)	·	-1%	-6%	-18%	24	17%	-2%
O=C(CSC1=NS(=O)(=O)c2ccccc2N1)c1ccccc1	-15%	·	-3%	4%	8	-4%	-13%
O=C(N=C1SC2CS(=O)(=O)CC2N1c1ccc(Cl)cc1Cl)C1CCCO1 (configuration not stated)	-1%	7%	-3%	0%	-5	25%	-11%
CN(C)CCNc1ccc2nnn3c4ccc(O)cc4c(=O)c1c23	·	·	4%	20%	-88*	10µM*	·
Cc1cc(C)c(C#N)c(N2CCN(c3ccccc3)CC2)n1	-5%	-6%	0%	-11%	-10	-24%	-5%
CCN1CCCC1CNCc1cc(OC)c(OC)c(OC)c1 (configuration not stated)	-14%	4%	8%	3%	11	24%	3%
N#Cc1nc(-c2ccc(OCc3ccc(Cl)cc3)cc2)oc1N1CCC(C(N)=O)CC1	-25%	2%	-5%	-6%	-18	?	?
COCCNc1nc(Oc2cncc(Cl)c2)c2sccc2n1	·	·	-1%	4%	?	·	·
Cc1ccc(NC(=O)CSc2nc3[nH]ncc3c(=O)[nH]2)cc1Cl	-11%	·	3%	10%	25	2%	-13%
O=C(C1=C[C@H](c2ccc(C(F)(F)F)cc2)C[C@H](OCc2ccc(CO)cc2)O1)N1CCN(Cc2ccccc2)CC1	140%[activator]	2%	-1%	-19%	6	?	7%
O=C(C[n+]1cc(-c2ccc(Cl)c(Cl)c2)n2c1CCC2)OCc1ccccc1	41%	0%	-1%	-7%	4	5%	-8%
CC(=O)NCCC(=O)Nc1cc(S(=O)(=O)N2CCCCC2)ccc1N1CCCCC1	140%[activator]	·	-4%	-3%	-23	-1%	3%
O=S(=O)(NCC(c1ccco1)S(=O)(=O)c1cccs1)c1ccccc1 (configuration not stated)	·	·	1%	·	-30	·	0%
CCN1CCN(CCCCSc2ccccc2)CC1	-8%	-6%	·	·	·	0%	1%
CCOC(=O)N1CCN(S(=O)(=O)c2ccc(Br)cc2)CC1	29%	-4%	-3%	-2%	-9	1%	8%
O=C(COC(=O)c1ccccc1Br)Nc1cc(S(=O)(=O)N2CCOCC2)ccc1N1CCCC1	54%	-3%	-7%	-12%	19	-6%	-7%
Cc1ccc2cc3c(NC(=O)C4CCCO4)nn(CC(C)C)c3nc2c1 (configuration not stated)	-1%	-1%	0%	54%[activator]	-12	?	-2%
CCOc1ccc(C(=O)N2CCC(c3ccncc3)CC2)cc1	·	·	-5%	·	-23	·	7%
CC(=O)Nc1cccc(NC(=O)c2cccc(S(=O)(=O)N3CCN(Cc4ccccc4)CC3)c2)c1	103%[activator]	·	-2%	-1%	-14	?	-1%
O=C(CSc1nc(C2CC2)nc2ccccc12)Nc1ccccc1	-21%	0%	0%	5%	-36	?	5%
COc1ccc(Cn2c(C(=O)O)c(CNCc3ccc(OC)cc3OC)c3ccc(C)cc32)cc1	·	·	-16%	·	?	·	-3%
COCCCn1c(=O)/c(=C\c2ccccc2OC(F)F)s/c1=C(/C#N)C(=O)NC(C)C	-8%	0%	5%	3%	8	12%	?
C=CSc1sc(Cl)c(N2CCOCC2)c1[N+](=O)[O-]	-15%	1%	-1%	?	?	9%	4%
CCc1cccc(C)c1NC(=O)CCCN1C(=O)NC(C)(C)C1=O	-4%	·	1%	-4%	14	6%	7%
N#Cc1cc2c(=O)n3ccccc3nc2n(-c2nnc(SCc3ccccc3)s2)c1=O	·	·	1%	·	11	·	9%
N#Cc1ccc(-c2nc3c(Cl)cc(C(F)(F)F)cn3c2Cc2ccsc2)cc1	·	·	-6%	-1%	4	·	·
COc1cccc(-c2noc(CCC(=O)NCC3CCCO3)n2)c1 (configuration not stated)	18%	-17%	0%	25%	7	-4%	0%
CC(C)C(C(=O)NCC1CCCO1)N(Cc1ccccc1)C(=O)CNS(=O)(=O)c1ccccc1 (configuration not stated)	25%	-3%	2%	-6%	13	-3%	-10%
